Wee1 stabilizer: blocks degradation of human Wee1 kinase; HeLa Luc-Wee1K328M stability, luciferase luminescence; 100% = proteasome inhibitor MG132 effect; AID 1321; reporter increase, % at 5 µM; 220,000 compounds, 1.2% hits;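 active = activation above the mean of all tested compounds plus 3 SD, set per screening run, cut at about 8.8% in these data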;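 note: cells exposed to compound for 20 h before luminescence read; 0% = DMSO alone and 100% = MG132 at 30 µM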
p97 inhibitor: inhibitors of human p97 ATPase. 220,000 compounds, 0.42% hits. P55072. recombinant p97 ATPase, Kinase-Glo ATP luminescence, 3 h. inhibition, % at 8 µM; in the data active = inhibition above about 15%;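 note: 0% = DMSO vehicle and 100% = wells lacking enzyme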
Target sequence (P55072 whole entry, looked up): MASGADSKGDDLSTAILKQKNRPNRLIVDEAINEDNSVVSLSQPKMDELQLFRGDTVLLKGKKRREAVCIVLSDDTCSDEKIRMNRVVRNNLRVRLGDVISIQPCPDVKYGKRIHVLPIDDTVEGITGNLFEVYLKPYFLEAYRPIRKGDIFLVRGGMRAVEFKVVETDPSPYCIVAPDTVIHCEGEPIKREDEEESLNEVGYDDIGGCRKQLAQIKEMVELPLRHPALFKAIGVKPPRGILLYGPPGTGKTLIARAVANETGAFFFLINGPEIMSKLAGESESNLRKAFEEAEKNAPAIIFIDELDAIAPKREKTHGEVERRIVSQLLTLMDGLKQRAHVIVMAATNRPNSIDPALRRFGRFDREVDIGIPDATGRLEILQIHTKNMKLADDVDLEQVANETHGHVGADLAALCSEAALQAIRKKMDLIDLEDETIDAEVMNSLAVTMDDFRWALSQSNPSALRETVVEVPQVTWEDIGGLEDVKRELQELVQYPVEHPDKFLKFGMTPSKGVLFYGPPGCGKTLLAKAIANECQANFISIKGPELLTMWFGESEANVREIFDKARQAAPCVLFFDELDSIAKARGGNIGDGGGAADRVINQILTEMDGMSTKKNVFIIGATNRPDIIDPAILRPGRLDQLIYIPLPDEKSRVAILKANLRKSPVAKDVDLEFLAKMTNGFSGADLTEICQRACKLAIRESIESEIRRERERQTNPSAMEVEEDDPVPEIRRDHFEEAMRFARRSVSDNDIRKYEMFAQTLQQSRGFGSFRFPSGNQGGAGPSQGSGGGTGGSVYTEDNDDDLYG
Rad51 HR inh: Rad51 (human) homologous recombination inhibition; Q06609; hRad51 DNA strand exchange, fluorescence dequenching; inhibition, % at 10 µM; 200,000 compounds, 0.085% hits;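 active = inhibition above 40% at the single screening dose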;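 note: 0% = DMSO control wells and 100% = blanks with heterologous ssDNA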
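Material: Human Rad51 nucleoprotein filaments preassembled on unlabelled ssDNA | Also added: Labelled 47-mer dsDNA for strand exchange | Dosing: Single dose, 10 µM final compound | Schedule: 30-min compound preincubation and 15-min exchange, both room temperature | Technique: Fluorescence dequenching at 485/520 nm | Measure: Percent inhibition relative to plate controls and blanks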
hK5 inh: blocks human kallikrein 5 protease activity; 210,000 compounds, 0.59% hits; AID 873; recombinant hK5, fluorogenic AMC substrate cleavage; Q9Y337; inhibition, % at 5 µM;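 active = inhibition of 40% or more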;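 note: 0% = enzyme controls without compound and 100% = no-enzyme blanks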
MDM2 E3 inh: Mdm2 E3 ligase (human) inhibition; Q00987; cell-based MDM2 ubiquitination luciferase reporter, 2 h; 0 = plate control, 100 = twice control, blank-subtracted; signal enhancement, % at 5 µM; 210,000 compounds, 0.11% hits;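 active = signal enhancement of 30% or more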;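 note: luminescence tracks abundance of the self-degrading MDM2-luciferase fusion protein; higher signal means inhibition of MDM2 E3 ligase activity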
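Assay system: stable mammalian line carrying autodegrading MDM2–luciferase fusion reporter; Input: 2000 cells in each well; Compound dosing: single-point 5 µM; Schedule: 2 h compound exposure at 37 °C; Signal: SteadyLite luciferase luminescence after 15 min room-temperature reagent incubation; Evaluation: % luminescence enhancement versus blank-corrected plate control mean; Benchmarks: plate controls and plate blanks.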
14-3-3 Bad inh: disrupts binding of bovine 14-3-3 zeta to phospho-Bad peptide | P63103 | TR-FRET 14-3-3zeta/Dy647-pBad peptide displacement, 1 h | inhibition, % at 21.7 µM | 220,000 compounds, 0.71% hits;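 active = inhibition above about 70%, limit read from the data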;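 note: 0% = full 14-3-3 plus peptide FRET controls and 100% = background without 14-3-3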
Target sequence (P63103 whole entry, looked up): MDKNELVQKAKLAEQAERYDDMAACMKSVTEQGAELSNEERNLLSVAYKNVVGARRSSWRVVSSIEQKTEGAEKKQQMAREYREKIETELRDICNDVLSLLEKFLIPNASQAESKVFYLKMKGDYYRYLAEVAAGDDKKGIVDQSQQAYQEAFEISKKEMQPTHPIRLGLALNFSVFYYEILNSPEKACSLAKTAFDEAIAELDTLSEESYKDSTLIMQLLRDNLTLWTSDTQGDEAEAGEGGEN
FXIa inh: inhibitors of human coagulation factor XIa; P03951; purified FXIa, Boc-Glu-Ala-Arg-AMC fluorogenic substrate; 220,000 compounds, 0.14% hits; inhibition, % at 5 µM; AID 798;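 active = inhibition of at least 40%; inactive = inhibition below 40%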;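 note: fluorescence of freed AMC excited at 355 nm; 0% = enzyme without compound and 100% = no enzyme blank; many of its hits are not listed in these tables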
FXIIa inh: factor XIIa (human) inhibition | P00748 | purified FXIIa, Boc-QGR-AMC fluorogenic substrate, 2 h | inhibition, % at 5 µM | 220,000 compounds, 0.3% hits | AID 800; in the data active = inhibition above about 40%;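 note: 0% = enzyme with no compound and 100% = blank without enzyme; many of its hits are not listed in these tables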
eIF4E 4G PPI: eIF4E/eIF4G interaction inhibition in translation initiation. P63073+Q04637. TR-FRET eIF4E-eIF4GI(517-606) binding, 2 h. inhibition, % at 21.7 µM. 220,000 compounds, 0.37% hits. AID 782;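 active = inhibition above about 30%, limit read from the data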;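 note: 0% = full FRET control wells and 100% = background wells lacking eIF4GI fragment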
The depositor's hits bear a star; . = not tested or not shown; [ ] = dose if it differs, or a comment. An unsorted share of the library; about 3.5% have a hit in one of these screens.

SMILES	Wee1 stabilizer	p97 inhibitor	Rad51 HR inh	hK5 inh	MDM2 E3 inh	14-3-3 Bad inh	FXIa inh	FXIIa inh	eIF4E 4G PPI
NC(=O)CC(NC(=O)Cc1cccc2ccccc12)c1ccc(NCCOc2ccccc2)c([N+](=O)[O-])c1 (stereo not drawn)	.	.	4	5	13	8	5	10	-2
Cc1ccc(C(C(=O)NCC2CCCO2)N(Cc2ccccc2)C(=O)c2ccc(-c3ccccc3)[nH]2)o1 (stereo not drawn)	-2	0	.	-9	-4	-22[fluorescence artefact?]	6	12	-3[fluorescence artefact?]
O=C(COc1cccc(Br)c1)N/N=C/C(=O)c1ccccc1	0	-2	5	0	-15	-14	-4	5	-2
CC(/C=N/NC(=O)c1cc(-c2ccc(C)o2)[nH]n1)=C\c1ccccc1	0	0	-3	-3	-14	-4[fluorescence artefact?]	2	-5	1
CC1(c2ccccc2)NC(=O)N(CC(=O)Nc2cc(S(=O)(=O)N3CCOCC3)ccc2Cl)C1=O (stereo not drawn)	-3	1	-3	18	-11	-7	27	11	1
O=S(=O)(Nc1nc2c(s1)CCCC2)c1ccc(F)cc1	-2	5	-1	0	-15	-3	-6	-1	-3
O=C(Nc1ccccc1)N1N=CCC1c1ccccc1 (stereo not drawn)	-4	5	12	-5	-12	-20	-3	5	-2
Cc1nc2ccccc2c2oc(C(=O)N3CCc4ccccc4C3)cc12	2	-8	-2	-6	-10	3	7	20	4
CCN(C(=O)c1cc2ccccc2oc1=O)c1ccccc1	-1	3	-1	-7	.	5	-12	0	-3
Cc1nn(Cc2cccc(Oc3ccccc3)c2)c(C)c1NC(=O)NC12CC3CC(CC(C3)C1)C2	0	2	17	-12	-6	-7[fluorescence artefact?]	16	-1	3[fluorescence artefact?]
CNc1cc(N2CCN(S(=O)(=O)N(C)C)CC2)ccc1[N+](=O)[O-]	-2	2	7	6	-5	-7	-1	9	-2
CCOC(=O)NN1C(=O)c2ccccc2NC1c1cccc(O)c1 (stereo not drawn)	6	6	2	-17	-9	-4	3	2	1
O=C(CCn1[nH]c(=O)c2ccccc2c1=O)N1CCOCC1	-2	0	0	-23	-6	2	-3	11	3
CCOC(=O)N1CCC(N(C(=O)Nc2cccc(OC)c2)C(C)CC)CC1 (stereo not drawn)	-2	11	0	-15	-3	0	-4	18	4
O=C(CCN1C(=O)c2ccccc2C1=O)NC(=S)Nc1ccccc1Cl	-2	-9	.	8	-8	4[fluorescence artefact?]	-12	-4	-4
Cc1ccccc1-n1c(N)cc(=O)[nH]c1=S	-3	5	-5	2	9	8[fluorescence artefact?]	-6	6	-3[fluorescence artefact?]
COc1ccccc1CNC(=O)C(CC(C)C)NS(=O)(=O)c1ccc2c(c1)oc(=O)n2C (stereo not drawn)	-1	-6	6	-4	-10	4	-6	3	-5
CCOc1ccc(-c2cn(-c3ccc(OC)cc3)c(SC)n2)cc1	-1	-6	5	-3	-3	0	-5	2	7[fluorescence artefact?]
Cc1ccc(-c2nnn(CC(=O)N(CC(=O)NC(C)C)c3cnc4ccccc4c3)n2)o1	4	-1	-2	-4	2	6[fluorescence artefact?]	-6	-2	6[fluorescence artefact?]
Cc1nc2c([nH]c3ccccc32)c(=O)n1N	-2	10	9	-4	-10	-2	2	-4	3
O=c1cc(-c2cccnc2)oc2c1ccc1ccccc12	-2	1	-52	3	.	11	3	11	-13
Cc1cccc(C)c1NC(=S)N1CCOCC1	0	1	6	-8	-13	2	1	8	6
COc1ccc(S(=O)(=O)CCC(=O)Nc2cc(C)ccc2OC)cc1	-1	3	.	.	-12	-5	1	17	0
CCN1/C(=C(\O)c2ccccc2)C(=O)c2ccccc2S1(=O)=O	0	4	6	-13	-1	1[fluorescence artefact?]	1	12	1
COc1c(C)cc(C(=O)C2CCCN(Cc3ccc(Oc4ncccn4)cc3)C2)cc1C (stereo not drawn)	-2	-4	-4	.	-18	6	3	12	70*
Cc1ccc(SCCNC(=S)Nc2cc(C)ccc2C)cc1	-1	-8	-5	-1	-14	-23	2	7	-1
CN1CCN(c2cc(=O)n(Cc3ccc(F)cc3)c(=O)[nH]2)CC1	-2	8	-3	-4	-6	0[fluorescence artefact?]	6	15	-1[fluorescence artefact?]
O=C(NCc1nc(-c2ccccc2)no1)c1ccc(Br)o1	0	2	-2	-22	-3	6	-1	-5	-2[fluorescence artefact?]
Cc1ccc(-c2nnc(OCCN3CCOCC3)c3ccccc23)cc1	-1	-3	2	-17	-9	-17	7	18	1
COc1ccc(C2CC(c3cccs3)=NN2C(=O)CSc2nc3ccccc3s2)cc1 (stereo not drawn)	-1	3	.	-20	.	-9	7	8	1[fluorescence artefact?]

Reformatted: results already given
Order of results – Wee1 stabilizer, p97 inhibitor, Rad51 HR inh, hK5 inh, MDM2 E3 inh, 14-3-3 Bad inh, FXIa inh, FXIIa inh, eIF4E 4G PPI
NC(=O)CC(NC(=O)Cc1cccc2ccccc12)c1ccc(NCCOc2ccccc2)c([N+](=O)[O-])c1 (stereo not drawn)
  ., ., 4, 5, 13, 8, 5, 10, -2
Cc1ccc(C(C(=O)NCC2CCCO2)N(Cc2ccccc2)C(=O)c2ccc(-c3ccccc3)[nH]2)o1 (stereo not drawn)
  -2, 0, ., -9, -4, -22[fluorescence artefact?], 6, 12, -3[fluorescence artefact?]
O=C(COc1cccc(Br)c1)N/N=C/C(=O)c1ccccc1
  0, -2, 5, 0, -15, -14, -4, 5, -2
CC(/C=N/NC(=O)c1cc(-c2ccc(C)o2)[nH]n1)=C\c1ccccc1
  0, 0, -3, -3, -14, -4[fluorescence artefact?], 2, -5, 1
CC1(c2ccccc2)NC(=O)N(CC(=O)Nc2cc(S(=O)(=O)N3CCOCC3)ccc2Cl)C1=O (stereo not drawn)
  -3, 1, -3, 18, -11, -7, 27, 11, 1
O=S(=O)(Nc1nc2c(s1)CCCC2)c1ccc(F)cc1
  -2, 5, -1, 0, -15, -3, -6, -1, -3
O=C(Nc1ccccc1)N1N=CCC1c1ccccc1 (stereo not drawn)
  -4, 5, 12, -5, -12, -20, -3, 5, -2
Cc1nc2ccccc2c2oc(C(=O)N3CCc4ccccc4C3)cc12
  2, -8, -2, -6, -10, 3, 7, 20, 4
CCN(C(=O)c1cc2ccccc2oc1=O)c1ccccc1
  -1, 3, -1, -7, ., 5, -12, 0, -3
Cc1nn(Cc2cccc(Oc3ccccc3)c2)c(C)c1NC(=O)NC12CC3CC(CC(C3)C1)C2
  0, 2, 17, -12, -6, -7[fluorescence artefact?], 16, -1, 3[fluorescence artefact?]
CNc1cc(N2CCN(S(=O)(=O)N(C)C)CC2)ccc1[N+](=O)[O-]
  -2, 2, 7, 6, -5, -7, -1, 9, -2
CCOC(=O)NN1C(=O)c2ccccc2NC1c1cccc(O)c1 (stereo not drawn)
  6, 6, 2, -17, -9, -4, 3, 2, 1

Carrying on.
SMILES	Wee1 stabilizer	p97 inhibitor	Rad51 HR inh	hK5 inh	MDM2 E3 inh	14-3-3 Bad inh	FXIa inh	FXIIa inh	eIF4E 4G PPI
Clc1ccc(NCc2nnc3n2CCCCC3)cc1	6	3	-7	-4	0	-2[fluorescence artefact?]	1	9	-3
COc1ccc2oc(=O)c(C(=O)n3ccc(C)n3)cc2c1	-1	4	-1	-14	-6	-9	-6	6	3
COC(=O)c1cc(=O)n(Cc2ccc(OC)c(OC)c2)c(=Nc2ccc(F)cc2)s1	-1	1	-7	-5	-11	-1	5	11	8
CCOC(=O)C1(Cc2ccc(OC)cc2)CCN(C(=O)C2CC(=O)N(C3CC3)C2)CC1 (stereo not drawn)	-3	-5	-9	-1	-17	6	-2	8	-7
O=C(NC1CC1)C1CCN(C2CCN(C(=O)Cc3ccc(F)cc3)CC2)CC1	-2	3	27	.	-10	-1	2	4	4
CCOc1ncccc1C(=O)N1CCN(C(=O)c2ccccc2)CC1	0	4	8	-14	-9	-13	-2	7	-1
CSc1ccc(C(=O)C2CCCN(C(=O)c3csc(C(C)=O)c3)C2)cc1 (stereo not drawn)	0	0	7	.	-7	-5	2	6	5
CCCCNc1ncnc2c1cnn2-c1ccccc1	6	-9	-5	-2	-31	-2	-2	14	2
COc1cccc2c1OC1(C)CC2NC(=O)N1c1cccc(C(=O)Nc2ccc3c(c2)OCCO3)c1 (stereo not drawn)	4	2	2	-28	6	9	-2	7	1
Cc1ccc(S(=O)(=O)NC(=O)NCc2ccc(F)cc2)cc1	-1	1	-3	12	-25	-14	-2	8	-4
CC(C)COP(=O)(OCC(C)C)C(O)c1ccc(F)cc1 (stereo not drawn)	2	-8	3	-6	-17	1	1	-10	-5
CCOC(=O)c1oc2cc(OCC(=O)OC)ccc2c(=O)c1-c1ccc(OC)c(OC)c1	4	1	-3	-2	-13	5	-2	9	-2
CCn1c(CNC(=O)COc2c(C)cccc2C)nnc1SCC(=O)Nc1nccs1	0	-3	-1	1	-14	2	-6	3	2[fluorescence artefact?]
CCN(CCn1cccn1)Cc1cn[nH]c1-c1ccc(OC)cc1F	-4	0	.	21	-38	-6	2	10	-3
O=C(NCC1CCCO1)C(=O)N/N=C/c1ccccc1C(=O)O (stereo not drawn)	3	5	0	-3	-48	-5	-7	6	26
C=C1[C@@H](OC(C)=O)CC[C@]2(C)[C@@H]1C[C@@H]1C[C@H](OC(C)=O)C(C)=C([C@@H](OC(C)=O)[C@@H]2OC(C)=O)C1(C)C	.	.	-2	-3	1	0	-2	4	-1
COC(=O)C1=C(C)N(C)C(=O)NC1c1ccccc1 (stereo not drawn)	3	2	3	-8	-15	-9	-8	-2	-12
O=C(N/N=C/CCc1ccccc1)C1CCCCC1	-1	4	.	-8	10	1[fluorescence artefact?]	3	5	-3
COC(=O)CC1C(=O)NCCN1C(=S)Nc1cccc(C(F)(F)F)c1 (stereo not drawn)	4	-5	-8	0	-3	12	-5	7	1
FC(F)(F)c1ccc(N2CCN(c3ncnc4c3nnn4Cc3ccccc3)CC2)nc1	-1	1	-5	4	-18	-1[fluorescence artefact?]	7	9	5[fluorescence artefact?]
CCN(CC)CCCNC(=O)CSc1c2c(nc3cc(Cl)ccc13)CCCC2	3	2	-5	0	-2	-1	-2	6	3
Cc1cc(C)c(C)c(OCCCN(C)C)c1	-1	3	26	-7	5	38[fluorescence artefact?]	9	14	7
Cc1cc(NC(=O)CCCN2C(=O)c3cccc4cccc(c34)C2=O)no1	3	0	-2	-2	4	-4	-4	6	3
CC(C)N1C(=O)C(Cc2nc3ccccc3c(=O)n2-c2ccccc2)c2ccccc21 (stereo not drawn)	-3	-6	7	-3	2	1	2	22	6
CC(CCc1ccccc1)NC(=O)c1ccc(NC(=O)c2ccccc2)cc1 (stereo not drawn)	6	-6	-1	3	-5	9	-7	6	-3

Source: PubChem (several laboratories)
